TIM10 inh = growth inhibitors of TIM10 yeast strain | AID 463195 | inhibition, % at 10 µM | S. cerevisiae TIM10 strain growth, BacTiter-Glo luminescence, 24 h | actives 1.4% (n = 330,000);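 active = inhibition of 40% or more at the single tested concentration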;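 note: wild-type TIM10 isogenic control strain grown at permissive 25 °C; 0% = DMSO yeast wells and 100% = minimal medium wells without yeast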
Mdm2-MdmX inh = disrupts the human Mdm2-MdmX interaction; O15151+Q00987; SaOS-2 split-luciferase Mdm2/MdmX complementation, luminescence; inhibition, % at 8 µM; actives 3% (n = 330,000);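 active = inhibition of at least 50% at 8 µM in the primary screen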
Target sequence (O15151 whole entry, looked up): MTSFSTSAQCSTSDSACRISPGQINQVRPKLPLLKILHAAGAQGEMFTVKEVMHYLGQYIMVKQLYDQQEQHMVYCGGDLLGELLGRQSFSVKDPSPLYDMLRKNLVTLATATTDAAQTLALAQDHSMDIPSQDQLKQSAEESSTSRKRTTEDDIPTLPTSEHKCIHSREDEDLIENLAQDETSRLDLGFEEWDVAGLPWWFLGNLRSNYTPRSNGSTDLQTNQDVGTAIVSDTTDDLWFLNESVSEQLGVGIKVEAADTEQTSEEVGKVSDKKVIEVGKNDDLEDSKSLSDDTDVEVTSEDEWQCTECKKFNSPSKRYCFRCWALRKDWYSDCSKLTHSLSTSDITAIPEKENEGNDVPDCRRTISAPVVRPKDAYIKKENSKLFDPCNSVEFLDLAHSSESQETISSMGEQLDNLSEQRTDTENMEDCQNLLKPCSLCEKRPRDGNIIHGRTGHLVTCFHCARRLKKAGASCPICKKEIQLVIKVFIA
Target sequence (Q00987 whole entry, looked up): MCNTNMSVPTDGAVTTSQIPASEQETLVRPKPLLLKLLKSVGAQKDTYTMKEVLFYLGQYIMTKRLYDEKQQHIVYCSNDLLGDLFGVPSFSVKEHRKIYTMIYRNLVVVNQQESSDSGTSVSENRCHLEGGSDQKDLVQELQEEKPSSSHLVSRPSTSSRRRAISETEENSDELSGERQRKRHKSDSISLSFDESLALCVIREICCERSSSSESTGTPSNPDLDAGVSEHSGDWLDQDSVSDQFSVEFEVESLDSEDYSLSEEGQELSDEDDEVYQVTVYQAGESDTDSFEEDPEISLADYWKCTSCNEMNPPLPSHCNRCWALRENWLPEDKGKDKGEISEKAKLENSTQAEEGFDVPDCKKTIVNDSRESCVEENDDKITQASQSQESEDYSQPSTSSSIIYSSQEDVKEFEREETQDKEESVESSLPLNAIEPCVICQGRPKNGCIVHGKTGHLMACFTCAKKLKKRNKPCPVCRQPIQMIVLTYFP
tim10-1 inh = growth inhibitors of tim10-1 mutant yeast; S. cerevisiae tim10-1 ts strain growth, BacTiter-Glo, 24 h; inhibition, % at 20 µM; actives 2.2% (n = 330,000);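 active = inhibition of at least 40%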;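 note: mutant grown at 25 °C; 0% = DMSO wells with yeast and 100% = wells holding no yeast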
UPR XBP1 act = activators of adaptive arm of unfolded protein response (XBP1). AID 463104. CHO-XBP1 luciferase reporter, IRE1-XBP1 UPR activation, luminescence; percent of tunicamycin response, DMSO as zero. actives 0.33% (n = 330,000). activation, % at 20 µM;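 active = versus positive control, 20 µM dose yields 30% or more activation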;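 note: 100% = tunicamycin at 10 µg/mL and 0% = DMSO only wells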
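Material – CHO cell line with stable XBP1 luciferase reporter · Buffer or medium – F12 plus 10% FBS · Compound – single point, 20 µM final compound, 1% DMSO · Schedule – 16-18 h cell attachment at 37 °C, then 6 h compound exposure · Signal – Steady-Glo luminescence read · Benchmarks – high control tunicamycin 10 µg/mL final, low control DMSO vehicle only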
tim23-1 inh = tim23-1 yeast growth inhibition; S. cerevisiae tim23-1 growth, BacTiter-Glo luminescence, 24 h; inhibition, % at 20 µM; actives 1.3% (n = 330,000); AID 463212;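 active = growth inhibition of the mutant yeast at or above 50%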;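 note: temperature-sensitive mutant grown at 25 °C; plate controls were DMSO-treated mutant yeast for no effect and medium wells lacking yeast for full effect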
697 NFkB inh = inhibitors of the PMA/ionomycin-induced NF-kB reporter in 697 B cells; 697 B-cell NF-kB luciferase reporter, 16 h; inhibition, % at 4 µM; actives 0.33% (n = 330,000); in the data active = inhibition above about 35%
CHOP UPR activ = apoptotic UPR (CHOP) activation; CHO-CHOP luciferase reporter, luminescence; percent of tunicamycin response over DMSO baseline; activation, % at 10 µM; actives 0.34% (n = 330,000); AID 449763;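 active = at 10 µM dose, activation of 40% or more, normalized to positive control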;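 note: 100% = tunicamycin at 10 µg/mL and 0% = DMSO alone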
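Material: CHO-CHOP cells, stable luciferase reporter of PERK-eIF2a-CHOP signalling; quantity: 500 reporter cells seeded per well; buffer or medium: F12 medium containing 10% fetal bovine serum; compound: one dose, 10 µM in 0.5% DMSO; incubation: 6 h compound treatment, 37 °C; measured by: Steady-Glo luciferase luminescence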
Jurkat NFkB inh = inhibitors of the PMA/ionomycin-induced NF-kB reporter in Jurkat cells. actives 0.53% (n = 330,000). inhibition, % at 4 µM. PMA/ionomycin-induced NF-kB luciferase reporter, luminescence; in the data active = inhibition above about 50%
* marks the source's active call; other numbers are inactive results; & = joins results of further samples.

SMILES	TIM10 inh	Mdm2-MdmX inh	tim10-1 inh	UPR XBP1 act	tim23-1 inh	697 NFkB inh	CHOP UPR activ	Jurkat NFkB inh
CNc1sc(C(=O)c2cccs2)c(N)c1-c1nc2ccccc2s1	31	-27	48*	1	45	-37	6.8	-6
COc1ccc(CC(=O)Nc2ccc3c(c2)OCO3)cc1S(=O)(=O)N1CCOCC1	3	17	-2	-3	6	8	-0.1	7
O=C(c1ccco1)N1CCN(C(=O)c2ccc(COc3ccc4c(c3)CCC4)o2)CC1	26	-26	29	0	30	-178	5.9	-7
COc1ccc(Br)cc1CNC(=O)C1CCN(S(=O)(=O)N2CCCCC2)CC1	-8	22	-7	-2	-85	12	0.2	-13
Cc1cc(CNCc2c(C(=O)N3CCCCCCC3)nc3ccc(Cl)cn23)nn1C	-1	5	19	0	5	-5	0.9	-8
CC(=O)OCc1c(C(F)(F)F)nn(C)c1Sc1ccccc1	-9	21	40	-3	17	5	-3.0	9
CCSc1nc2ccccc2[nH]1	5&8	4&-5	7&13	1&-2	31&29	-5&-5	-0.4&0.1	3&-21
CCOC(=O)C1CCCN(C(=O)c2csc(-c3ccc4c(c3)CCO4)n2)C1 (stereo not drawn)	22	29	9	-2	28	-5	1.0	-7
COc1cccc(/C=C/C(=O)OC(C)C(=O)Nc2c(C)n(C)n(-c3ccccc3)c2=O)c1 (stereo not drawn)	9	15	4	-2	12	24	-0.2	12
CC(C)NC(=O)CC(=O)N/N=C/c1c(F)cccc1Cl	2	34	5	-3	9	7	0.3	-4
COc1ccc(S(=O)(=O)N(C)C[C@H]2Oc3ccc(NC(=O)C4CCCCC4)cc3C(=O)N([C@H](C)CO)C[C@@H]2C)cc1	3	2	-9	0	5	27	-0.6	-9
O=C(C1CC1)N1N=C(c2ccc(Cl)cc2)CC1(O)C(F)(F)F (stereo not drawn)	-5	-11	35	1	43	22	1.6	-16
COc1ccc(-c2noc(-c3ccccc3C(=O)Nc3cccnc3)n2)cc1	-20	15	21	-2	6	-9	-0.5	-22
COc1ccc(/C=c2\s/c(=C(/C#N)C(=O)NCc3ccco3)n(-c3ccccc3)c2=O)cc1	7	68*	17	38*	6	-11	43*	4
CSc1ccccc1NC(=O)CSCc1ccccc1Br	-7	18	-9	-1	5	23	-3.5	9
CC(=O)/C(C[N+]1(C)CCCCC1)=N\O	-1	13	-1	-3	-2	8	-0.6	-2
Cc1ccc(NC(=O)C2C3C=CC4(O3)C2C(=O)N(CCCN2CCCCC2)C4C(=O)NC2CCCCC2)cc1Cl (stereo not drawn)	14	-2	-27	-7	5	-10	1.7	7
COc1ccc2nc(SCCC(=O)O)cc(C)c2c1	8	-34	3	-4	-16	-1	-0.9	2
O=C(COc1cc(F)ccc1[N+](=O)[O-])Nc1cccc(Br)c1	3	-26	-10	1	20	-40	3.3	-20
CCOc1ccc2nc(NC(=O)CN3CCN(CC)CC3)sc2c1	2	4	7	-1	5	7	4.2	-21
COc1ccc(-c2ccc(/C=N/NC(=O)Cc3nnc(N)s3)o2)cc1Cl	6	8	-7	2	13	-2	-0.1	2
CCCCNC(=O)Cn1c(=O)c2c(ncn2CCC(C)C)n(Cc2ccccc2)c1=O	9	-18	-9	-1	-1	17	1.6	9
CC1Cc2ccccc2N1C(=O)c1ccnc(C(C)(C)C)c1 (stereo not drawn)	15	22	19	-5	28	13	-1.5	7
CC(=O)N1c2ccccc2Sc2ccccc21	-13	8	-6	0	-4	8	-0.6	6
COc1ccc(CCNC(=O)COC(=O)c2cc(OC)c(OC)cc2OC)cc1OC	9	-7	9	-2	-5	4	-3.4	-2
Cc1onc(-c2ccccc2Cl)c1C(=O)OCC(=O)N1CCCc2ccccc21	22	1	23	1	22	-38	1.2	4
CN(c1ccccc1)S(=O)(=O)c1ccc(Cl)c(C(=O)Nc2nn[nH]n2)c1	-9	-40	2	0	23	19	-0.1	1
CCOC(=O)N1CCN(CC(O)COc2ccc(C)cc2C(C)(C)C)CC1 (stereo not drawn)	6	10	10	-4	22	2	-1.3	16
CCCCCC(=O)N[C@@H](c1ccccc1)[C@@H](O)C(=O)O[C@H]1C[C@@]2(O)[C@@H](OC(=O)c3ccccc3)C3[C@](C)(C(=O)[C@H](OC(C)=O)C(=C1C)C2(C)C)[C@@H](O)C[C@H]1OC[C@@]31OC(C)=O (stereo partly drawn)	6	72*	19	3	10	-7	1.3	72*
CC(C)[C@H](NC(=O)N1c2ccccc2NC(=O)[C@@H]1C(C)C)C(=O)N[C@@H](Cc1c[nH]c2ccccc12)C(=O)O	4	16	-4	-2	-13	3	-2.9	1
COc1cc(/C=N/NC(=O)CNC(=O)c2ccccc2)ccc1OC(=O)c1cccs1	6	20	22	6	19	-27	-0.4	-1
Brc1ccc(CSc2nnc3ccccn23)cc1	-6	-20	7	3	11	-12	4.6	-22
COc1ccccc1OCCC(=O)OCC(=O)NCc1ccccc1	10	1	21	1	18	2	-2.4	-7
O=C(OCc1ccccc1)c1cc(S(=O)(=O)N2CCCCC2)ccc1N1CCOCC1	11	22	29	-1	33	17	-0.7	16
CCN1CCc2nc(N)oc2CC1	4	-6	22	-7	-2	-6	-2.3	-15
C#CCOCCOCCOCCNc1nc(N2CCN(C(=O)CCCCCCCCCCNC(=O)[C@@H](CCSC)n3cc(CCO)nn3)CC2)nc(N2CCN(C(=O)CCCCCCCCCCNC(=O)[C@@H]([C@H](C)O)n3cc(C)nn3)CC2)n1	8	25	11	1	23	-14	2.2	13
Cc1[nH]n(-c2ccc([N+](=O)[O-])cc2)c(=O)c1C=NCCN1CCN(C(=O)c2ccc(Br)cc2)CC1	29	16	25	-1	20	-6	-1.6	-5
Cc1ccc(NC(=O)CSc2nc3ccccc3c3nc4ccccc4n23)cc1	10	81*	25	93*	15	3	39	73*
CCOc1ccc(NC(=O)CCc2c(C)nn(-c3ccc(N4CCCCC4)nn3)c2C)cc1	-14	-6	25	0	26	-92	7.7	-72
Nc1cc(OC(=O)c2cccs2)nn1S(=O)(=O)c1ccc(F)cc1	53*	12	41*	-2	44	24	0.3	-1
COc1ccc(-n2nnnc2SCC(=O)NCCc2ccccc2)cc1OC	-6	-10	-7	0	6	1	-0.8	-2
COc1ccc(-c2nnn(CC(=O)NC3CCCc4ccccc43)n2)cc1OC (stereo not drawn)	24	-15	16	1	-4	-3	0.9	-2
Cc1nc2ccc(C(=O)O)cc2c2c1CC(C)S2 (stereo not drawn)	-11	1	-1	-2	-7	24	1.3	-14
Cc1ccc(S(=O)(=O)N2CCN(C(=O)COC(=O)c3cnc(C)cn3)CC2)c(C)c1	-7	19	-3	-1	-4	10	-1.9	1
Cc1cc(C)n(-c2nc3ccccc3nc2Nc2ccc3[nH]c(=O)[nH]c3c2)n1	1	50	-15	3	-6	-23	2.9	-8
CC(C)c1ccc(N(CC(=O)NCCc2ccccc2)C(=O)c2csnn2)cc1	-6	35	13	-2	8	15	0.9	4
Cc1cc(C(=O)Cn2nnc(-c3ccc(Cl)cc3)n2)c(C)n1-c1ccccc1	20	18	26	-2	23	10	1.1	29
Cc1ccc(C)c(NC(=O)C(OC(=O)c2ccc(CO)cc2)c2ccccc2)c1 (stereo not drawn)	2	17	-8	-3	-13	14	-0.3	-8
O=C(C1=C(O)C(=O)N(c2ncccn2)C1c1ccc(Cl)c(Cl)c1)c1ccco1 (stereo not drawn)	20	-9	14	6	58*	-3	6.4	4
COc1ccccc1N1CCN(C(=O)C2CC(=O)N(c3ccccc3)C2)CC1 (stereo not drawn)	1	15	-17	-3	-3	-1	0.5	-4
CCCCn1c(CN(Cc2ccccc2)Cc2ccccc2)nc2c1c(=O)n(C)c(=O)n2C	4	35	25	4	11	-21	-0.8	24
C#CCOCCOCCOCCNc1nc(N2CCN(C(=O)CCCCCCCCCCNC(=O)[C@@H](CCC(=O)O)n3cc(CCCCCN)nn3)CC2)nc(N2CCN(C(=O)CCCCCCCCCCNC(=O)[C@H](CCCCN)n3cc(C[C@@H](C)CC)nn3)CC2)n1	17	12	40	-2	47	6	-0.3	-2
COc1cc(C(c2c(C)[nH][nH]c2=O)c2c(C)[nH][nH]c2=O)ccc1OS(=O)(=O)c1ccccc1	21	-10	21	2	16	19	2.2	9
CCCCCn1nc(C(=O)OCc2nnc(-c3ccccc3)o2)c2ccccc2c1=O	14	8	21	-5	16	11	0.8	-9
COc1cc(NS(=O)(=O)c2ccc(N)cc2)nc(OC)n1	8	19	-3	-9	5	14	-1.9	12
CCOc1ccc(Nc2nc(Cc3nnc(SCC(=O)NC4CCCC4)n3C)cs2)cc1	-9	4	3	4	8	-9	-1.1	-15
O=S(=O)(NCc1ccc(F)cc1)c1ccc(-n2cccn2)cc1	-2	20	18	-3	26	-20	-0.2	-4
COc1ccc(S(=O)(=O)N2CCCN(Cc3cccc(F)c3)CC2)cc1	13	-19	9	-1	13	-19	-1.8	5
CC1=NCCN1S(=O)(=O)c1c(C(C)C)cc(C(C)C)cc1C(C)C	20	-19	35	-3	21	-14	-0.7	6
COc1ccc(S(=O)(=O)NC2CCCCCC2)cc1C(N)=O	12	26	2	-6	28	-3	-0.6	6

Quoted from the entries so far (five entries):
SMILES	TIM10 inh	Mdm2-MdmX inh	tim10-1 inh	UPR XBP1 act	tim23-1 inh	697 NFkB inh	CHOP UPR activ	Jurkat NFkB inh
CCOc1ccc(Nc2nc(Cc3nnc(SCC(=O)NC4CCCC4)n3C)cs2)cc1	-9	4	3	4	8	-9	-1.1	-15
O=S(=O)(NCc1ccc(F)cc1)c1ccc(-n2cccn2)cc1	-2	20	18	-3	26	-20	-0.2	-4
COc1ccc(S(=O)(=O)N2CCCN(Cc3cccc(F)c3)CC2)cc1	13	-19	9	-1	13	-19	-1.8	5
CC1=NCCN1S(=O)(=O)c1c(C(C)C)cc(C(C)C)cc1C(C)C	20	-19	35	-3	21	-14	-0.7	6
COc1ccc(S(=O)(=O)NC2CCCCCC2)cc1C(N)=O	12	26	2	-6	28	-3	-0.6	6

Remaining list, next part:
SMILES	TIM10 inh	Mdm2-MdmX inh	tim10-1 inh	UPR XBP1 act	tim23-1 inh	697 NFkB inh	CHOP UPR activ	Jurkat NFkB inh
CC(=O)c1c(C)[nH]c(C(=O)Nc2ccc(C)cc2Br)c1C	-12	-11	11	5	3	-80	7.6	-92
CC(OC(=O)c1oc2ccccc2c1COc1ccccc1)C(N)=O (stereo not drawn)	12	17	22	0	19	7	1.5	8
C(=N\n1cnnc1)/c1ccc2ncccc2c1	8	-8	2	-2	3	8	-2.6	-5
Cc1cc(N2CCOCC2)n2ncc(-c3ccc(Cl)cc3)c2n1	25	62*	1	-2	8	-361	2.0	-157
CC(C)CNC(=S)N(CCO)Cc1cc2cc3c(cc2[nH]c1=O)OCO3	-14	21	-10	-3	-4	-3	0.5	-3
CCOC(=O)COc1ccc2nsnc2c1	18	-12	-14	-4	9	5	-0.7	-6
Fc1ccc(CSc2nc3ncccc3[nH]2)cc1	-1	-22	3	5	12	-33	1.2	-49
CCN(CC)CCNc1nc2ccccc2n1C	3	-29	-4	-1	-12	-10	-1.2	-3
O=C(N/N=C/c1ccc(Cl)c([N+](=O)[O-])c1)c1cnccn1	19	8	10	2	18	-2	4.1	8
COC(=O)[C@H]1Cc2cnoc2C[C@]1(C)C(=O)O	3	1	14	-1	-3	3	2.5	7
O=C(CCS(=O)(=O)c1cccs1)Nc1ccc(C(=O)NCc2ccccc2)cc1	16	23	10	0	10	-2	-2.3	16
CC1C(=O)O[C@@H]2C[C@@H](C)[C@@H]3CCC(=O)[C@@]3(C)[C@@H](O)[C@H]12 (stereo partly drawn)	3	7	-12	-1	3	10	1.5	17

Compound activity as filed in PubChem BioAssay.
